# Assay outcomes (PubChem)
# HKDC1 inhibitor: HKDC1 (human) hexokinase inhibition. recombinant HKDC1, G6PDH/diaphorase resazurin coupled fluorescence. inhibition, % at 20 µM. 340,000 tested, 0.16% active. AID 493160;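 active means inhibition above about 35% when tested at 20 µM, limit read from the data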;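 further: plate controls were DMSO wells with enzyme for no effect and DMSO wells lacking enzyme for full effect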
#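 Test system: HK5 enzyme. Quantity: 5 µg/mL HK5 final. Reagent: glucose and ATP substrates. Schedule: 90 min reaction incubation at room temperature, dark. Technique: resazurin-to-resorufin fluorescence via G6PDH and diaphorase coupling, 525/613 nm. Control set: DMSO wells with and without enzyme mix.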
# Apaf1 inhib: human Apaf-1 inhibition; inhibition, % at 20 µM; reconstituted apoptosome caspase-3 activity, DEVD-Rh110 fluorescence; O14727; AID 489030; 330,000 tested, 0.71% active; active means inhibition of at least 40% at 20 µM;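 further: plate controls were DMSO wells for no effect and DEVD-CHO caspase inhibitor wells for full effect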
#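 Medium: Hepes buffer, pH 7.5 / System: biochemical Apaf-1 apoptosome reconstitution / Measured by: Rh110 fluorescence, excitation 480 nm, emission 540 nm / Times: compound with Apaf-1, dATP, procaspase-3 30 min, then 50 min reaction, room temperature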
# PfGluPho inh: PfG6PD (Plasmodium falciparum) enzyme inhibition. PfGluPho enzyme, NADPH resazurin-diaphorase fluorescence. inhibition, % at 20 µM. 350,000 tested, 0.78% active. AID 504690;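 active means inhibition reaching at least a set limit at 20 µM in the primary screen, cut at about 59% in these data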;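 further: 0% = DMSO wells with substrate and 100% = DMSO wells lacking glucose-6-phosphate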
# SENP6 inh: inhibitors of human SENP6 protease | Q9GZR1 | Recombinant SENP6 catalytic domain, aminoluciferin luminescence | inhibition, % at 10 µM | 330,000 tested, 1.8% active | AID 2599;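 active means inhibition above about 50% at the single tested dose, limit read from the data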;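 further: plate controls were DMSO wells with enzyme for no effect and DMSO wells lacking enzyme for full effect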
# Target sequence (Q9GZR1 628-1112 limits assumed): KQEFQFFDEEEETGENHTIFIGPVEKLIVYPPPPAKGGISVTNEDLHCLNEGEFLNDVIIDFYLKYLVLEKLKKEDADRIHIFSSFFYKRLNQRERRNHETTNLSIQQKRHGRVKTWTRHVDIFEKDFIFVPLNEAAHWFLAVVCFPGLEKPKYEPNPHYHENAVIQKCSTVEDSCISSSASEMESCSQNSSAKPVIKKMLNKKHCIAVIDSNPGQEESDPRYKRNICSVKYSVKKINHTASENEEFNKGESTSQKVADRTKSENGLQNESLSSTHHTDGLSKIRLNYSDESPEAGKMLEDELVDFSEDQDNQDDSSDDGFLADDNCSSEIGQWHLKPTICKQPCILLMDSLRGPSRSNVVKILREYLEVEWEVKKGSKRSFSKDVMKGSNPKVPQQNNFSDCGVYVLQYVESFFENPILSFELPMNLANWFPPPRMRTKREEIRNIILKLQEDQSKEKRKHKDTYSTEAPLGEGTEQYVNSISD
# SENP1 FRET inh: SENP1 (human) catalytic domain inhibition; Q9P0U3; recombinant SENP1 catalytic domain, CyPet-SUMO1-YPet FRET cleavage; inhibition, % at 10 µM; 360,000 tested, 0.21% active; AID 624204;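 active means inhibition at least 30% at 10 µM, raw YFP signal under a set limit, fluorescence ratio 0.5 to 1.5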;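 further: 0% = enzyme with DMSO and 100% = no enzyme wells; some results filed as inactive read as strong as hits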
#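 Compound: 10 µM single point, 0.5% DMSO; Test system: hSENP1 catalytic domain, recombinant; Timing: 50 min reaction at room temperature; Technique: FRET, CFP and YFP emission; Control set: no-enzyme wells low, DMSO-plus-enzyme wells high control.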
# SENP8 block-1: inhibitors of human SENP8 protease | recombinant SENP8, Nedd8 substrate fluorescence | inhibition, % at 20 µM | 360,000 tested, 0.64% active | AID 602440; in the data active means inhibition mostly above about 40%, no sharp cut-off; inactive means mostly below about 27%
# Target sequence (Q96LD8 whole entry, looked up): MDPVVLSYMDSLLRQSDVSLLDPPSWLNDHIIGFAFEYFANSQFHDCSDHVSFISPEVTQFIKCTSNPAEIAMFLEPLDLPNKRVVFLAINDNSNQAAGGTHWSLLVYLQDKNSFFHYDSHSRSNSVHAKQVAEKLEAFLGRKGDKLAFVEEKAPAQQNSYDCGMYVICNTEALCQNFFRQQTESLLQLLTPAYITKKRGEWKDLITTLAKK
# SENP7 inh: blocks the human protease SENP7. AID 434973. inhibition, % at 5 µM. Q9BQF6. 330,000 tested, 1.5% active. recombinant SENP7, Z-RLRGG-aminoluciferin luminescence, 40 min;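 active means inhibition above about 50% at the single test dose, limit read from the data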;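 further: plate controls were DMSO with enzyme for no effect and no enzyme buffer wells for full effect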
# Target sequence (Q9BQF6 706-1050 limits assumed): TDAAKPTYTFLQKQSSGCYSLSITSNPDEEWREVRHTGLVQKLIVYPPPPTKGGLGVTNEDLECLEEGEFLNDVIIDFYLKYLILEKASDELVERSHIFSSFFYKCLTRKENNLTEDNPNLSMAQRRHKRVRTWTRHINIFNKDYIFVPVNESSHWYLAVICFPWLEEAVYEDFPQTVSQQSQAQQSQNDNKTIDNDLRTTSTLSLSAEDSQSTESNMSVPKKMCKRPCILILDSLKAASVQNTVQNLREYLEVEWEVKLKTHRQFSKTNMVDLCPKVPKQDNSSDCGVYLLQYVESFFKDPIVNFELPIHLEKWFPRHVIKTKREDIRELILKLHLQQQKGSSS
# SENP8 block-2: SENP8 protease inhibition; Q96LD8; purified SENP8, Z-RLRGG-aminoluciferin cleavage, luminescence; inhibition, % at 10 µM; 330,000 tested, 1.2% active; AID 2540; in the data active means inhibition above about 50%
# Numbers without * were called inactive; x = not tested or not shown. A portion of the library. The share of hits here may be higher or lower than overall.
SMILES,HKDC1 inhibitor,Apaf1 inhib,PfGluPho inh,SENP6 inh,SENP1 FRET inh,SENP8 block-1,SENP7 inh,SENP8 block-2
C=CCn1c(O)c(C=Nc2c(C)n(C)n(-c3ccccc3)c2=O)c(=O)[nH]c1=O,1,-13,-8,17,-7,-54,1,-5
COc1cc(C(=O)N/N=C/C23CC[C@@H](O)CC2(O)CC[C@@H]2[C@@H]3CCC3(C)C(C4=CC(=O)OC4)CCC23O)ccc1O (stereo partly specified),-4,-4,-12,-18,-1,20,-5,-5
C/C(CC(c1ccccc1)c1c(O)c2ccccc2oc1=O)=N\Nc1ccc([N+](=O)[O-])cc1[N+](=O)[O-] (stereo unspecified),1,5,-28,95*,3,-3,-6,-4
Cc1ccc(CN2CCN(Cc3ccccc3F)CC2)cc1,-6,-2,-17,-1,-2,1,6,-1
O=C(NN=Cc1ccc(N(CCCl)CCCl)cc1Cl)c1cccnc1,17,x,0,x,-5,-493,x,x
CCN1CCOC(c2ccccc2)C1 (stereo unspecified),-8,x,-5,x,-1,-1,x,x
COC(=O)C(C)Oc1cc(C)cc2oc(=O)c3c(c12)CCCC3 (stereo unspecified),-1,16,-13,-4,-1,-211,-12,-11
Cc1cc(N2CCCCC2)ccc1C=C1C(=O)N(C)C(=S)N(C)C1=O,-3,12,3,8,1,-12,3,-3
COc1nc2ccccc2c(=O)n1-c1ccc(C)cc1,0,-3,-10,-5,0,0,8,-3
CCn1c(O)c(C=NCCN2CCOCC2)c(=O)n(CC)c1=S,-8,7,0,-8,-2,9,5,-12
O=C1NC(=O)C(=Cc2cccs2)C(=O)N1,-3,x,32,x,1,3,x,x
Cc1c(N=Cc2c(O)n(C)c(=O)[nH]c2=O)c(=O)n(-c2ccccc2)n1C,-4,-13,0,7,1,-9,-1,2
COc1cccc(CN2CCCC(C(=O)c3ccccc3SC)C2)c1O (stereo unspecified),2,-19,16,-3,1,22,0,3
O=C(NC(Cc1ccccc1)C(=O)N1CCC2(CC1)OCCO2)C1CCCCC1 (stereo unspecified),-2,10,-4,6,1,12,1,-2
CCOC(=O)c1c(/N=C/c2c(O)n(-c3cccc(C)c3)c(=O)[nH]c2=O)sc2c1CCCC2,-5,16,4,-19,-27,-293,7,-1
CC(C)c1ccc(C2NCc3ccccc3-n3cccc32)cc1 (stereo unspecified),3,7,6,13,-1,26,-2,14
COc1ccc(CN2C(=O)NC(=O)/C(=C\c3cc(OC)c(OC)c(OC)c3)C2=O)cc1,-8,-8,-2,12,0,-2,-4,6
C=CCn1c(O)c(/C=C2\C=Nc3ccccc32)c(=O)[nH]c1=O,1,-6,12,-2,22,19,10,-6
CCn1c(P(C)(=O)O)nc2ccccc21,-9,2,32,0,0,2,3,0
CC(=O)CCC(C)=O,-4,5,9,-19,3,13,5,-3
COc1cccc(N2CCN(Cc3ccc(Cl)cc3)CC2)c1,0,-14,-3,2,1,5,-2,9
COCCOC(=O)C1=C(N)Oc2c(c(=O)oc3ccccc23)C1c1ccncc1 (stereo unspecified),-7,-4,0,-13,2,-1,-11,-7
CCN(CC)P(=O)(c1nccn1C)N(CC)CC,-11,-9,-17,-6,2,17,3,-2
COc1ccc(OC)c(N2C(=O)/C(=C/c3ccco3)C(=O)NC2=S)c1,82*,73*,19,-43,x,x,0,22
Cc1c(C(=O)N2CCC3(CC2)OCCO3)oc2ccc(S(=O)(=O)N3CCCCC3)cc12,-11,-3,-2,-4,1,8,-5,-4
O=c1[nH]c(=O)n(CCC2=CCCCC2)c(O)c1C=Nc1cccc(F)c1,-10,3,-15,5,-2,-49,4,0
O=c1[nH]c(=S)[nH]c(O)c1/C=N/N1CCOCC1,-6,-3,-7,0,-4,16,1,-7
O=C(Cc1ccccc1)N1CCN(C2CCCC2)CC1,-5,-1,-9,-2,1,17,0,1
COc1ccc2c(c1)NP(=S)(Oc1ccccc1)N2 (stereo unspecified),12,50*,33,18,-5,3,17,6
O=P(Oc1ccc(Cl)cc1)(N1CC1)N1CC1,-4,x,-10,x,-7,11,x,x
CCCC(C)(COC(N)=O)COC(=O)NC(C)C (stereo unspecified),-11,-10,-3,0,0,10,-3,7
C[C@]12CC[C@@H](O)C[C@H]1CC[C@@H]1[C@@H]2CC[C@]2(C)C(=O)CC[C@@H]12,-4,-4,1,11,1,4,4,8
COc1cc([C@H]2OC[C@H]3[C@@H]2CO[C@@H]3c2cc(OC)c(O[C@@H]3O[C@H](CO)[C@@H](O)[C@H](O)[C@H]3O)c(OC)c2)cc(OC)c1O[C@H]1O[C@@H](CO)[C@H](O)[C@@H](O)[C@@H]1O,0,-4,15,0,-17,-138,-1,7
NNC(=O)c1nc[nH]c1C(=O)Nc1ccc(Cl)cc1C(=O)c1ccccc1,-4,7,-6,2,0,11,0,-4
O=[N+]([O-])c1ccc(N2CCNCC2)cc1NCc1ccco1,20,14,-8,5,1,17,-13,-7
O=C(N/N=C/c1c(O)n(Cc2ccc(F)cc2)c(=O)[nH]c1=O)c1ccccc1O,-12,7,-37,22,-24,-171,-7,4
O=c1[nH]c(=S)n(-c2ccccc2)c(O)c1C=NCc1ccccn1,-4,-23,0,-11,0,15,3,8
CCN1CCN(c2cc(=O)n3ccccc3n2)CC1,5,-3,-20,-24,0,-1,-5,-3
C1=NCCc2c1[nH]c1ccccc21,2,5,-12,-25,-9,-13,8,-14
COC(=O)C1=C(c2ccc(F)cc2OCc2ccccc2)C[C@@H]2CC[C@H]1N2C(=O)NC1Cc2ccccc2C1,1,28,10,-12,0,21,-8,-3
COc1ccc(OCC(=O)N2CCN(C3CCC(c4ccccc4)CC3)CC2)cc1 (stereo unspecified),-6,6,14,1,1,5,0,5
C[C@]12CCC(=O)C=C1C=CC1C2CC[C@@]2(C)C1CC[C@@H]2O (stereo partly specified),-5,x,8,x,0,6,x,x
CCOC(=O)c1cc(C)sc1/N=C/C1C(=O)NC(=S)NC1=O,0,-5,13,6,-15,-21,1,0
C=CCn1cc(C=C2C(=O)N(C)C(=O)N(C)C2=O)c2ccccc21,0,4,8,-7,18,12,-3,-7
COC(=O)C1=C(c2cc3ccccc3s2)C[C@@H]2CC[C@H]1N2C(=O)NCCS(C)=O (stereo partly specified),-6,1,9,3,0,-6,2,-1
CN(C)C(=Nc1ccccc1)P(=S)(N(C)C)N(C)C,-7,3,13,2,-1,10,5,4
COc1ccccc1/C=N/N=C(/N)N[N+](=O)[O-],-7,-21,5,-10,-1,11,-9,-3
COC(=O)C1=C(c2cccc(NC(C)=O)c2)C[C@@H]2CC[C@H]1N2C,-5,-4,-9,9,4,-7,0,1

# A portion from the list above, for reference:
SMILES,HKDC1 inhibitor,Apaf1 inhib,PfGluPho inh,SENP6 inh,SENP1 FRET inh,SENP8 block-1,SENP7 inh,SENP8 block-2
COC(=O)C1=C(c2cc3ccccc3s2)C[C@@H]2CC[C@H]1N2C(=O)NCCS(C)=O (stereo partly specified),-6,1,9,3,0,-6,2,-1
CN(C)C(=Nc1ccccc1)P(=S)(N(C)C)N(C)C,-7,3,13,2,-1,10,5,4
COc1ccccc1/C=N/N=C(/N)N[N+](=O)[O-],-7,-21,5,-10,-1,11,-9,-3
COC(=O)C1=C(c2cccc(NC(C)=O)c2)C[C@@H]2CC[C@H]1N2C,-5,-4,-9,9,4,-7,0,1

# (list continues)
SMILES,HKDC1 inhibitor,Apaf1 inhib,PfGluPho inh,SENP6 inh,SENP1 FRET inh,SENP8 block-1,SENP7 inh,SENP8 block-2
CN(C)C(=O)Oc1ccc2c(=O)c(Oc3ccccc3Br)coc2c1,-4,18,0,-24,2,15,-8,-10
COc1ccc(C(=O)C2CCCN(Cc3cccc(C)n3)C2)c(OC)c1 (stereo unspecified),-2,-4,3,-10,1,10,0,-5
Cc1ccc(/C=C2\C(=O)NC(=S)N(c3ccccc3F)C2=O)s1,16,x,66*,x,-56,6,x,x
O=C(C1CC(=O)N(C2CCCCC2)C1)N1CCC2(CC1)OCCO2 (stereo unspecified),3,-9,-12,-18,1,22,-1,1
CC(C)Cc1nnc(NC(=O)CCC(=O)N2CCN(CCOC(c3ccccc3)c3ccccc3)CC2)s1,-10,23,2,-17,1,-1,-1,-5
COc1ccc(-n2c(C)cc(C(=O)C[N+]34CCN(CC3)CC4)c2C)cc1,-6,-6,-9,-3,2,8,4,-5
Cc1cccc(N2C(=O)NC(=O)/C(=C\c3ccc4c(c3)CCCN4Cc3ccccc3)C2=O)c1,45*,8,12,6,-70,-303,4,0
O=C(c1cn(Cc2ccccc2F)c2ncccc12)C(F)(F)F,1,14,-14,-17,2,6,8,-2
O=C1NC(=O)N(c2ccc(Br)cc2)C(=O)/C1=C/c1ccsc1,-6,5,43,-18,-11,-7,-8,-11
Clc1ccc2nc3c(c(-c4ccccc4)c2c1)CNCC3,-5,5,0,-12,-3,-1,-2,5
Cc1ccc(CN2C(=O)CN=C(c3ccccc3)c3ccccc32)cc1,-4,11,34,-9,1,18,9,-4
COC(=O)C1=C(c2ccc(OC(F)(F)F)cc2)C[C@@H]2CC[C@H]1N2C(=O)NCCO,-4,-1,9,-3,2,8,-3,0
CCCCn1c(=O)c(C(=O)Nc2ccsc2C(=O)OC)c(O)c2ccccc21,0,-3,-22,-6,0,-395,1,4
CC1CC=CCC12C(=O)NC(=S)NC2=O (stereo unspecified),-1,x,-6,x,0,6,x,x
Cc1ccc2c(c1)C1CN(C)CCC1N2C(=O)Cc1cccs1 (stereo unspecified),1,-13,5,3,0,1,2,-3
CNC1(c2ccc(F)cc2)CCCCC1,-8,x,16,x,2,-1,x,x
CNC(=O)NC(O)C(Cl)(Cl)Cl (stereo unspecified),-6,-4,0,-8,0,11,-2,-7
O=C(Cc1ccccc1)N1CCN(Cc2ccc(F)cc2)CC1,0,2,-5,15,1,3,8,-4
Cc1nn(-c2ccccc2)c(Cl)c1C1C(C#N)=C(N)Oc2c1c(=O)oc1ccccc21 (stereo unspecified),3,22,-10,-7,-7,0,-10,-5
COc1ccc(C(=O)C2CCCN(C3CSCCSC3)C2)c(OC)c1 (stereo unspecified),-3,-1,-5,-5,-4,9,2,6
Cc1ccc(S(=O)(=O)NC(CC(=O)N2CCC3(CC2)OCCO3)c2ccco2)cc1 (stereo unspecified),-5,3,-4,-20,2,14,14,-6
CCOc1ccc(Cl)cc1CNCCc1ccc(F)cc1,-3,-44,7,-15,1,18,1,1
COc1ccc(CC(=O)N2CCN(C)CC2)cc1,-3,-8,-17,-2,2,0,-1,-4
COc1ccc(CN2Cc3cnnn3-c3ccccc3C2C)cc1 (stereo unspecified),-4,x,22,x,4,5,x,x
COC(=O)C1=C(c2ccc(C(C)=O)cc2)C[C@@H]2CC[C@H]1N2C(=O)N1CCOCC1,0,-3,-11,-12,1,7,6,-15

# Retrieved by structure from the entries so far, 5 records:
SMILES,HKDC1 inhibitor,Apaf1 inhib,PfGluPho inh,SENP6 inh,SENP1 FRET inh,SENP8 block-1,SENP7 inh,SENP8 block-2
COc1ccc(C(=O)C2CCCN(C3CSCCSC3)C2)c(OC)c1 (stereo unspecified),-3,-1,-5,-5,-4,9,2,6
CCOc1ccc(Cl)cc1CNCCc1ccc(F)cc1,-3,-44,7,-15,1,18,1,1
Cc1nn(-c2ccccc2)c(Cl)c1C1C(C#N)=C(N)Oc2c1c(=O)oc1ccccc21 (stereo unspecified),3,22,-10,-7,-7,0,-10,-5
CNC(=O)NC(O)C(Cl)(Cl)Cl (stereo unspecified),-6,-4,0,-8,0,11,-2,-7
COC(=O)C1=C(c2ccc(C(C)=O)cc2)C[C@@H]2CC[C@H]1N2C(=O)N1CCOCC1,0,-3,-11,-12,1,7,6,-15
